Screening data from PubChem.
SIRT5 block – blocks human SIRT5 desuccinylation of peptide; 330,000 compounds, 1.1% hits; Q9NXA8; AID 652115; inhibition, % at 15 µM; Purified SirT5, succinyl-peptide AMC, trypsin-coupled fluorescence; in the data active = inhibition above about 15%; inconclusive = no clear call, values can overlap the other calls
Target sequence (Q9NXA8 whole entry, looked up): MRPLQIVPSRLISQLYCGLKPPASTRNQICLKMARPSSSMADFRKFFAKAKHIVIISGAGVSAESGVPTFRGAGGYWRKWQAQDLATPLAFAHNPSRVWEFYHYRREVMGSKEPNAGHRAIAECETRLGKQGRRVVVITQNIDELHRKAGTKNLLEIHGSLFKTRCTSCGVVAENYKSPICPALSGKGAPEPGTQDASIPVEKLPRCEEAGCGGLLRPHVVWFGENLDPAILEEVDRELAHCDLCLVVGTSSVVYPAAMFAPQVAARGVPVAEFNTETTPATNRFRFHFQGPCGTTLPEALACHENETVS
ERp5 block – inhibitors of human ERp5. Q15084. ERp5 insulin aggregation, absorbance 650 nm, 90 min. inhibition, % at 9.99 µM. 350,000 compounds, 0.05% hits. AID 651711;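 active = mean replicate inhibition above about 25%, with every replicate also reaching it, limit read from the data, passing the limit was not always enough; inconclusive = only one of those two criteria met; inactive = neither criterion met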
Target sequence (Q15084 whole entry, looked up): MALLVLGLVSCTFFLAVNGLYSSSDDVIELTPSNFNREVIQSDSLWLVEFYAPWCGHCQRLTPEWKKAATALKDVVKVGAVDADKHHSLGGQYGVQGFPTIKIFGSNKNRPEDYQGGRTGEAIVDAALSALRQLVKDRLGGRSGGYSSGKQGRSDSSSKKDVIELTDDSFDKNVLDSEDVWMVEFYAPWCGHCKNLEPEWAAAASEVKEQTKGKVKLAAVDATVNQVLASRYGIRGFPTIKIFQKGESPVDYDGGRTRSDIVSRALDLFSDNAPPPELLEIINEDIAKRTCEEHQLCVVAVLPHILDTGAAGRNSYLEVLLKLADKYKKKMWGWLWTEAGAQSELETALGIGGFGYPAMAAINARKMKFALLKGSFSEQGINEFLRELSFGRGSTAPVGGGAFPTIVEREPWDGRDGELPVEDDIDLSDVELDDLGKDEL
CFTR F508del cor – correctors of CFTR F508del function in bronchial epithelial cells. CFBE cells, YFP halide quenching; stimulated with forskolin plus potentiator P3; % fluorescence drop versus neutral controls. 350,000 compounds, 0.36% hits. activity (quench increase), % at 7.58 µM. AID 720511;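 active = mean added fluorescence quench of at least 8% versus neutral control, with both replicates also reaching 8%; inconclusive = only one of the mean or replicate conditions met; inactive = mean below 8% and not both replicates reaching 8%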;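 note: cells transiently co-express mutant CFTR-F508del with the halide-sensitive YFP; corrector assay measuring rescue of mutant channel to the surface after 24 h compound exposure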
ERAP1 inh – blocks human ERAP1 aminopeptidase activity. Q9NZ08. recombinant ERAP1, Leu-AMC fluorescence, 60 min. 340,000 compounds, 0.15% hits. inhibition, % at 10.7 µM;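 active = mean replicate inhibition of at least 30%, or all replicates individually reaching that 30% level; inactive = mean below 30% and not every replicate reaching it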;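 note: 0% = neutral control wells and 100% = L-leucinethiol positive control wells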
Casp6 inh – blocks human caspase-6 cleavage activity; P55212; purified caspase-6, Z-VEID-R110 cleavage fluorescence; inhibition, % at 12.5 µM; 350,000 compounds, 0.53% hits; AID 686996;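 active = mean inhibition across replicates at least about 35%, with every replicate also reaching that limit, limit read from the data; inconclusive = only one of the two criteria met; inactive = neither criterion met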;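 note: 0% = median of neutral control wells and 100% = no fluorescence left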
miR122 inh – blocks miR-122 activity in Huh7 sensor cells; AID 602342; Huh7 miR-122 Renilla luciferase sensor, 48 h; neutral wells = 0, positive control = 100; activation (reporter increase), % at 12.5 µM; 340,000 compounds, 0.3% hits;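 active = mean replicate activation score at least 90 and every replicate individually at or above 90; inconclusive = only one of the two criteria met; inactive = neither criterion met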;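 note: higher luciferase means less miR-122 activity so hits act as miR-122 inhibitors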
DENV2 CPE rescue – inhibitors of DENV2 cytopathic effect | 350,000 compounds, 1.7% hits | DENV2-infected cells, cytopathic effect rescue, plate reader | CPE inhibition, % at 9.99 µM | AID 651640; in the data active = CPE inhibition above about 20%, passing the limit was not always enough; inconclusive = no clear call, values can overlap the other calls; tested in BHK-21 cells;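 note: 0% = median of neutral control wells and 100% = median of positive control wells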
Numbers without * were called inactive; ? = inconclusive; nt = no result given; [ ] = another dose, or the depositor's remark.

Compound	SIRT5 block	ERp5 block	CFTR F508del cor	ERAP1 inh	Casp6 inh	miR122 inh	DENV2 CPE rescue
C[C@H](CO)N1C[C@H](C)[C@H](CN(C)C(=O)NC2CCCCC2)Oc2ccc(NS(=O)(=O)c3ccc(F)cc3)cc2C1=O	3	2	1.1	-1	0	-5[16.7 µM]	-5
COc1ccc(NC(=O)NCc2ccccc2F)cc1OC	-2	2	-0.7	-3	1	-5	-3
C[C@H](CO)N1C[C@H](C)[C@@H](CN(C)S(=O)(=O)c2ccccc2)Oc2ccc(N(C)C)cc2C1=O	-1	-5	0.9	2	0	24[16.7 µM]	-2
O=C(C(Cc1ccccc1)n1cccc1)N1CCN(C2CCCCC2)CC1 (stereo not drawn)	-1	-8	0.6	8	1	9	1
CCOc1ccc(-c2cc(CCCC(=O)Nc3cccc(OC)c3)no2)cc1	-2	-1	2.9	2	-1	nt	2
COc1ccc(S(=O)(=O)Nc2cccc3c2O[C@H](CN(C)C(=O)Nc2ccc(F)cc2)[C@H](C)CN([C@@H](C)CO)C3=O)cc1	1	3	2.1	2	-3	-3[16.7 µM]	-2
C[C@H](CO)N1C[C@H](C)[C@@H](CN(C)C(=O)Cc2ccccc2)OCCCC[C@H](C)Oc2ccc(NC(=O)Nc3ccccc3)cc2C1=O	4	-3	-0.8	-1	-3	0[16.7 µM]	-1
O=S(=O)(Nc1ccccc1N1CCCCC1)c1ccccc1	0	-4	0.9	3	7	4	-4

Profiles from above. Values in the order: SIRT5 block	ERp5 block	CFTR F508del cor	ERAP1 inh	Casp6 inh	miR122 inh	DENV2 CPE rescue
COc1ccc(S(=O)(=O)Nc2cccc3c2O[C@H](CN(C)C(=O)Nc2ccc(F)cc2)[C@H](C)CN([C@@H](C)CO)C3=O)cc1 is entered as 1	3	2.1	2	-3	-3[16.7 µM]	-2
COc1ccc(NC(=O)NCc2ccccc2F)cc1OC is entered as -2	2	-0.7	-3	1	-5	-3

(list continues)
Compound	SIRT5 block	ERp5 block	CFTR F508del cor	ERAP1 inh	Casp6 inh	miR122 inh	DENV2 CPE rescue
C=C1CCC[C@]2(C)C[C@H]3OC(=O)C(CN(C)CC(OC)OC)[C@H]3CC12 (stereo partly drawn)	1	-2	-7.4	-1	-5	nt	2
COc1ccc(CN2CCN(C(=O)c3ccccc3F)CC2)c(OC)c1OC	0	3	0.5	-4	-1	nt	5
O=C(Nc1nc2ccccc2[nH]1)c1ccc(F)c(S(=O)(=O)N2CCOCC2)c1	-1	-6	nt	2	3	nt	7
COC(=O)c1ccc(/C=N/NC(=O)C(=O)NCc2ccccc2)cc1	1	7	2.1	-2	0	nt	5
CN(C)C(CNC(=O)c1cccc(S(=O)(=O)Nc2ccccc2Cl)c1)c1ccccc1 (stereo not drawn)	2	8	-2.6	-5	-3	-1	-15
NS(=O)(=O)c1ccc(NC(=O)COc2ncnc3sccc23)cc1	0	0	3.6	nt	-2	-11	-2
CCCc1cn(CC[C@H]2CC[C@H](NC(=O)C3CCCCC3)[C@@H](CO)O2)nn1	3	3	-0.5	0	-1	11[16.7 µM]	3
COC(=O)c1c(-c2cccnc2)csc1NC(=O)c1ccc2c(c1)OCO2	-2	2	-2.1	2	0	nt	17

Exported with the structure last: entries from further up.
SIRT5 block,ERp5 block,CFTR F508del cor,ERAP1 inh,Casp6 inh,miR122 inh,DENV2 CPE rescue,mol
3,2,1.1,-1,0,-5[16.7 µM],-5,C[C@H](CO)N1C[C@H](C)[C@H](CN(C)C(=O)NC2CCCCC2)Oc2ccc(NS(=O)(=O)c3ccc(F)cc3)cc2C1=O
-2,2,-0.7,-3,1,-5,-3,COc1ccc(NC(=O)NCc2ccccc2F)cc1OC
-1,-5,0.9,2,0,24[16.7 µM],-2,C[C@H](CO)N1C[C@H](C)[C@@H](CN(C)S(=O)(=O)c2ccccc2)Oc2ccc(N(C)C)cc2C1=O
-1,-8,0.6,8,1,9,1,O=C(C(Cc1ccccc1)n1cccc1)N1CCN(C2CCCCC2)CC1 (stereo not drawn)
-2,-1,2.9,2,-1,nt,2,CCOc1ccc(-c2cc(CCCC(=O)Nc3cccc(OC)c3)no2)cc1
1,3,2.1,2,-3,-3[16.7 µM],-2,COc1ccc(S(=O)(=O)Nc2cccc3c2O[C@H](CN(C)C(=O)Nc2ccc(F)cc2)[C@H](C)CN([C@@H](C)CO)C3=O)cc1
4,-3,-0.8,-1,-3,0[16.7 µM],-1,C[C@H](CO)N1C[C@H](C)[C@@H](CN(C)C(=O)Cc2ccccc2)OCCCC[C@H](C)Oc2ccc(NC(=O)Nc3ccccc3)cc2C1=O
0,-4,0.9,3,7,4,-4,O=S(=O)(Nc1ccccc1N1CCCCC1)c1ccccc1
1,-2,-7.4,-1,-5,nt,2,C=C1CCC[C@]2(C)C[C@H]3OC(=O)C(CN(C)CC(OC)OC)[C@H]3CC12 (stereo partly drawn)
0,3,0.5,-4,-1,nt,5,COc1ccc(CN2CCN(C(=O)c3ccccc3F)CC2)c(OC)c1OC
-1,-6,nt,2,3,nt,7,O=C(Nc1nc2ccccc2[nH]1)c1ccc(F)c(S(=O)(=O)N2CCOCC2)c1
1,7,2.1,-2,0,nt,5,COC(=O)c1ccc(/C=N/NC(=O)C(=O)NCc2ccccc2)cc1
2,8,-2.6,-5,-3,-1,-15,CN(C)C(CNC(=O)c1cccc(S(=O)(=O)Nc2ccccc2Cl)c1)c1ccccc1 (stereo not drawn)
0,0,3.6,nt,-2,-11,-2,NS(=O)(=O)c1ccc(NC(=O)COc2ncnc3sccc23)cc1

(cont.)
Compound	SIRT5 block	ERp5 block	CFTR F508del cor	ERAP1 inh	Casp6 inh	miR122 inh	DENV2 CPE rescue
COc1ccccc1CCc1nnc(CCC(=O)NCCC2CCCCO2)o1 (stereo not drawn)	3	0	0.5	0	-12	3	?
C=CCn1c(C)cc(C2=NNC(=Nc3ccc(C)cc3)SC2)c1C	5	-6	nt	13	-2	-3	0
O=C(CN1c2ccccc2Sc2ccccc21)N/N=C/c1ccc([N+](=O)[O-])cc1	0	-6	1.9	nt	1	-4	13
CC(C)NC(=O)Nc1ccc2c(c1)C(=O)N([C@H](C)CO)C[C@@H](C)[C@H](CN(C)C)O2	-7	-7	-0.9	-1	-1	-2[16.7 µM]	-1
O=C(N[C@@H]1CC[C@H](CC(=O)N2CCc3ccccc3C2)O[C@H]1CO)C1CCC1	1	2	4.1	0	6	nt	-8
CC(C)(C)NC(=O)COC(=O)CCC(=O)c1ccc(F)cc1	1	5	-3.3	0	-1	nt	7
CC(=O)N1CCN(c2nc(N)c(C#N)c(CC#N)c2C#N)CC1	6	5	-0.3	3	0	nt	18
COc1ccc(-c2nc(CSCC(=O)NCCCN3CCCC3=O)c(C)o2)cc1OC	-4	2	0.5	-2	2	nt	7
CC1=CC(C)C(C(=O)O)C(C(=O)O)C1 (stereo not drawn)	1	-1	0.5	1	11	0	3
CC(C)CC#Cc1ccc([C@H]2[C@@H](CO)N3CCCCN(S(=O)(=O)Cc4ccccc4)C[C@H]23)cc1	0	3	-0.9	1	0	-35[16.7 µM]	-3
C[C@@H]1CCCCO[C@H](CN(C)C(=O)NC2CCCCC2)[C@H](C)CN([C@H](C)CO)C(=O)c2cc(NC(=O)NC3CCCCC3)ccc2O1	4	0	1.4	2	2	-18[16.7 µM]	18
Cc1ccc(S(=O)(=O)N2CCCN(C(=O)OC(C)(C)C)CC2)cc1	-5	3	-2.4	0	2	7	2
Cc1ccc(S(=O)(=O)N2CCOCC2)cc1NC(=O)CN1CCN(c2ccc(O)cc2)CC1	0	?	-2.4	2	4	11	2
O=C(O)CCCNC(=O)CCn1nnc2ccccc2c1=O	4	-5	-2.1	1	4	6	nt
Cn1/c(=N/NC(=O)c2ccccc2Br)sc2ccccc21	0	-1	0.1	12	-1	-3	nt
O=C(COC(=O)c1ccc(S(=O)(=O)N2CCCC2)cc1)Nc1ccc(Cl)cc1	-3	7	-2.6	-6	0	-3	nt

(further entries)
Short keys: A = SIRT5 block; B = ERp5 block; C = CFTR F508del cor; D = ERAP1 inh; E = Casp6 inh; F = miR122 inh; G = DENV2 CPE rescue
COCCn1cnc2c1c(=O)n(CC(=O)NCC(F)(F)F)c(=O)n2Cc1ccccc1
  A: -4	B: 3	C: 3.8	D: -1	E: 0	F: 3	G: 0

CCCc1cn(CC[C@@H]2CC[C@H](NS(=O)(=O)c3ccccc3Cl)[C@@H](CO)O2)nn1
  A: 6	B: 0	C: -0.5	D: 2	E: -3	F: nt	G: 2

CN1C(=O)c2cc(NC(=O)Cc3cccs3)ccc2OC[C@@H]2O[C@@H](CC(=O)N[C@@H]3CCN(Cc4ccccc4)C3)CC[C@H]21
  A: -2	B: -2	C: nt	D: -1	E: -9	F: nt	G: 0

CCc1ccc(/C=C2/SC(=S)N(CCCC(=O)Nc3ccccc3C(=O)O)C2=O)cc1
  A: 12	B: -4	C: -0.1	D: 4	E: 27	F: -3	G: -9

CC(C)N(C)C1CCN(S(=O)(=O)c2ccc(-c3ccc(=O)[nH]n3)s2)CC1
  A: -6	B: 5	C: 0.5	D: 1	E: -23	F: -1	G: 4

CN(C)CC(=O)Nc1ccc2c(c1)[C@@H]1C[C@H](CC(=O)NCc3ccc(-c4ccccc4)cc3)O[C@@H](CO)[C@@H]1O2
  A: 0	B: -10	C: 1.3	D: 1	E: -1	F: 1[16.7 µM]	G: -1

CC(Cc1ccccc1)C(=O)NCc1nc2ccccc2s1 (stereo not drawn)
  A: nt	B: -2	C: 1.4	D: 0	E: -1	F: 1	G: -6

O=C(CNC(=O)c1cccc(F)c1)N/N=C/c1cccc([N+](=O)[O-])c1
  A: 2	B: -2	C: 1.5	D: -6	E: 1	F: nt	G: 10

COc1ccc(CC(=O)OCC(=O)NC2CCCC(C)C2C)cc1 (stereo not drawn)
  A: -1	B: 2	C: 0.1	D: -2	E: 0	F: nt	G: -8

C[C@H](CO)N1C[C@H](C)[C@@H](CN(C)C(=O)Cc2ccccc2)OCCCC[C@H](C)Oc2ccc(NS(=O)(=O)c3ccc(F)cc3)cc2C1=O
  A: nt	B: nt	C: 2.4	D: nt	E: nt	F: 0[16.7 µM]	G: 126*

O=C(c1ccc(CNS(=O)(=O)c2cccc(Cl)c2)cc1)N1CCCCC1
  A: 0	B: 10	C: 2.4	D: 3	E: -1	F: 11	G: -9

COc1ccc(C(=O)Nc2ccc(S(=O)(=O)N3CCOCC3)cc2)cc1
  A: -5	B: -7	C: 2.2	D: nt	E: 3	F: 11	G: 1

COc1ccc(-c2cc(C)no2)cc1S(=O)(=O)Nc1ccccc1
  A: -1	B: -9	C: -2.8	D: 2	E: 2	F: 120*	G: -1

CCCNC(=O)C[C@H]1CC[C@H]2[C@@H](COC[C@@H](O)CN2C(=O)c2ccc(F)cc2)O1
  A: 2	B: 0	C: -0.1	D: -1	E: -6	F: 3[16.7 µM]	G: nt

CCCCN1CCNC[C@@H]1Cc1ccccc1
  A: 0	B: -4	C: 2.0	D: -4	E: -13	F: -2	G: 0

CC(=O)c1ccc(OCc2nnn(CC(=O)NS(=O)(=O)Cc3ccccc3)c2-c2ccccc2)cc1
  A: 3	B: 0	C: -1.2	D: 0	E: 1	F: -3	G: 13
